From PubChem
HTRA1 inhibitor = HTRA1 serine protease inhibitors, primary screen, biochemical, fluorescence polarization, HTS; Q92743; recombinant HTRA1, FP-rhodamine activity-based probe; inhibition, % at 5.96 µM; 340,000 compounds, 0.5% hits; in the data active = inhibition above about 36%;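 note: 0% = enzyme with DMSO and 100% = wells lacking enzyme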
Target sequence (Q92743 whole entry, looked up): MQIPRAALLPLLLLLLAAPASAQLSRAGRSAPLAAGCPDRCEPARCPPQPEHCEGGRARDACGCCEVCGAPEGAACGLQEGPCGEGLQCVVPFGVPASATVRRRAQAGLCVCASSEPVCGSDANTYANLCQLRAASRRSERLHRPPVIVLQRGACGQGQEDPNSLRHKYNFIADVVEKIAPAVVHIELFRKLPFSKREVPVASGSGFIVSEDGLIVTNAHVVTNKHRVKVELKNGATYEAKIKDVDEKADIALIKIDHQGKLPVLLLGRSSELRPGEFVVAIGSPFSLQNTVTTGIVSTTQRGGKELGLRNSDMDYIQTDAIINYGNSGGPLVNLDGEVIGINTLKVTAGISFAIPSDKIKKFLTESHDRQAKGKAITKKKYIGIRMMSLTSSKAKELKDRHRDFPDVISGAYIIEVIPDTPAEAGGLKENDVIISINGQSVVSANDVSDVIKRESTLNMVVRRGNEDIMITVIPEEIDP
GC-B act = human GC-B receptor activators, primary screen, HEK293 GC-B cells, cGMP TR-FRET, EC30 CNP. 0% at EC30 CNP, 100% saturating CNP. activation, % at 10 µM. Atrial natriuretic peptide receptor 2 (Homo sapiens), P20594. 370,000 compounds, 0.11% hits;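 active = activation at 10 µM reaching about 35% in either raw or pattern-adjusted values, limit read from the data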
SIAE primary = human SIAE inhibitors, primary screen, biochemical, fluorescence polarization, FP-Rh probe, 1536-well HTS. Sialate O-acetylesterase (Homo sapiens), Q9HAT2. SIAE FP-Rh probe binding. inhibition, % at 9.66 µM. 370,000 compounds, 0.69% hits. AID 1053197, 2014;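 active = inhibition above a cutoff: mean of compounds within the control limits plus 3 SD of those, cut at about 17% in these data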;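 note: 0% = plate median of compound wells and 100% = probe without SIAE protein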
Target sequence (Q9HAT2 whole entry, looked up): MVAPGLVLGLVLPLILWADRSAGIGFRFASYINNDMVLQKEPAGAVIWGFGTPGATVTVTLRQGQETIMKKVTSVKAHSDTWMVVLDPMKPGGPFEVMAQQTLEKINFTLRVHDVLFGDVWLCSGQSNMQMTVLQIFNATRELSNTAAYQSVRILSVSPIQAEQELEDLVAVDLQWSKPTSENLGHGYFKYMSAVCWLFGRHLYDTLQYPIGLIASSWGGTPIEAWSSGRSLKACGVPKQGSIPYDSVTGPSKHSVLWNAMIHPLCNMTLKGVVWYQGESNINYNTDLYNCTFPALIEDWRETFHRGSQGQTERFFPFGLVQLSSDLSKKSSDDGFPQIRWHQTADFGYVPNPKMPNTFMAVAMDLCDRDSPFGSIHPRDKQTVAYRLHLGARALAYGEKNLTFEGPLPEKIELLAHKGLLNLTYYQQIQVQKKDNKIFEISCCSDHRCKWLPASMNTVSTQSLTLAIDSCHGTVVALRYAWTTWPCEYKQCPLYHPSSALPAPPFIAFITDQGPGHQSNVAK
TCR CD3 inh = inhibitors of human TCR-CD3 interaction, primary screen, biochemical, fluorescence, TAMRA-labeled TCR probe; T-cell receptor (TCR); inhibition, % at 9.4 µM; 360,000 compounds, 0.37% hits; AID 651800, 2012; in the data active = inhibition above about 19%;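 note: recombinant mutant TCR 2C K166C tagged with TAMRA read by polarization; 0% = receptor in buffer alone and 100% = receptor with positive control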
ABHD4 inh = ABHD4 inhibitors, primary screen, biochemical, fluorescence polarization, mouse. purified mABHD4, FP-Rh probe fluorescence polarization. inhibition, % at 8.92 µM. 370,000 compounds, 0.54% hits. AID 720543, 2013;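 active = inhibition exceeding the mean over every tested compound plus 3 SD, cut at about 30% in these data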;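 note: 0% = plate median of compound wells and 100% = S159A mutant with DMSO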
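Assay system: wild-type mouse ABHD4 protein; compound: single nominal dose of 8.92 µM, 0.89% DMSO final; schedule: 45 min + 60 min at 25 °C; measured by: FP readout, ex 525 nm / em 598 nm; evaluation: % inhibition of FP-Rh probe binding versus controls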
MBD2 DNA inh = inhibitors of MBD2 binding to methylated DNA, primary screen, biochemical, TR-FRET, DNA-binding domain, human; Methyl-CpG-binding domain protein 2 (Homo sapiens), Q9UBB5; MBD2 binding to methylated oligonucleotide; inhibition, % at 4.4 µM; 370,000 compounds, 0.31% hits; AID 686964, 2013; in the data active = inhibition above about 13%
rCAG RNA binder = binders of r(CAG) RNA repeats, primary screen, biochemical, fluorescence | r(CAG) RNA repeat, TO-PRO-1 dye displacement fluorescence | inhibition, % at 3 µM | 370,000 compounds, 1.3% hits | AID 651821, 2012;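 active = inhibition above the plate cutoff, the mean of all test compounds on that plate plus 3 SD, cut at about 35% in these data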;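 note: 0% = DMSO alone and 100% = 100 µM mitoxantrone as full dye displacement; higher means more dye released from RNA so lower well fluorescence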
PRMT1 FP inh = PRMT1 methyltransferase inhibitors, primary screen, biochemical, fluorescence polarization; recombinant PRMT1, activity-based probe fluorescence polarization; inhibition, % at 2.79 µM; 370,000 compounds, 1.3% hits;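 active = inhibition above about 21% made by adding two undisclosed values, limit read from the data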
GC-A act = GC-A stimulated cGMP production enhancers – HEK293 GC-A cells, cGMP TR-FRET, EC30 ANP, primary screen. Atrial natriuretic peptide receptor 1 (Homo sapiens), P16066. 0% at EC30 ANP, 100% saturating ANP. activation, % at 10 µM. 370,000 compounds, 0.14% hits. AID 1671463, 2021; in the data active = activation above about 40%
UHRF1 binding = UHRF1 methylated DNA binding inhibitors, primary screen, counter-screen for MBD2 inhibitor project, biochemical, TR-FRET, human UHRF1, single concentration. 370,000 compounds, 0.75% hits. UHRF1 binding to methylated oligo. E3 ubiquitin-protein ligase UHRF1 (Homo sapiens), Q96T88. inhibition, % at 4.4 µM; in the data active = inhibition above about 21%;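 note: UHRF1 SRA domain binding a hemimethylated CpG hairpin DNA probe; 0% = median of test compound wells and 100% = reference inhibitor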
Numbers without * were called inactive; / = not tested or not shown. These rows are one share of the data (hit frequency here may not be typical).

SMILES	HTRA1 inhibitor	GC-B act	SIAE primary	TCR CD3 inh	ABHD4 inh	MBD2 DNA inh	rCAG RNA binder	PRMT1 FP inh	GC-A act	UHRF1 binding
Cc1cc(/C=N/NC(=O)c2cc3ccccc3o2)c(C)n1C	14	-2	15	-3	13	-2	15	3	2	-3
Cn1cnnc1SCC(=O)c1ccco1	2	-2	1	7	0	-11	0	-1	-1	-4
COc1ccc(NS(=O)(=O)c2cccc(C(=O)NCc3ccccn3)c2)cc1	2	3	6	-2	-4	3	-1	1	-1	-1
CCOC(=O)C1(Cc2cccc(Cl)c2)CCCN(C(=O)c2ccnn2C)C1 (stereo not given)	-2	4	-2	1	-4	2	-6	-2	-1	-4
CC(=O)Nc1ccc(S(=O)(=O)N2CCC(C(=O)c3ccc(Cl)cc3)CC2)cc1	-16	-6	-13	3	-11	1	7	-3	0	-3
C/C(=N\NC(=O)c1cccc(Br)c1)c1cccc(NC(=O)c2ccc(C)o2)c1	-11	3	-7	5	-3	3	1	-1	-6	-2
CC1CCC/C(=N\NC(=S)NCc2ccccc2)C1 (stereo not given)	-3	3	1	1	1	1	-3	0	-2	-1
CN(C(=O)CN1CCCCCC1)c1c(N)n(Cc2ccccc2)c(=O)[nH]c1=O	2	-1	-3	-8	-12	5	6	8	0	1
CCN(C(=O)CN1CCC(C)CC1)c1c(N)n(Cc2ccccc2)c(=O)[nH]c1=O	3	5	0	-7	2	1	-1	4	3	0
O=C(COc1cccc(C(F)(F)F)c1)NNC(=O)c1ccc(=O)[nH]c1	8	1	-2	-8	3	5	2	2	5	3
c1ccc(-c2sc3ccccc3c2-c2ccc(OCCN3CCCCC3)cc2)cc1	-4	0	-3	-2	10	-4	0	-3	0	-1
CNC(=O)c1ccsc1NC(=O)CN1C(=O)CCC1=O	4	10	-3	1	-3	10	-1	4	-5	6
Cc1ccc(-n2c(C)cc(C(=O)CSc3n[nH]c(N)n3)c2C)cc1	-10	2	-3	0	-6	-4	9	3	3	-4
CC1CCN(S(=O)(=O)c2cccc(C(=O)Oc3ccc([N+](=O)[O-])cc3)c2)CC1	-8	1	0	-2	0	-3	1	-2	-4	-3
O=C(NC1CCCCC1)c1noc2c1CCCCC2	8	6	0	-3	5	1	-4	4	-2	-3
Cc1cc(C)c(S(=O)(=O)NCC2CCC(C(=O)NCc3ccccn3)CC2)c(C)c1 (stereo not given)	7	3	-2	-2	-1	0	-5	0	-4	2
O=C(NC1CCCC1)C1C(c2ccc(C(F)(F)F)cc2)=Nc2ccccc2N1C(=O)c1cccc2ccccc12 (stereo not given)	/	2	-2	2	6	-6	4	-2	-2	7
Cc1ccc(-c2c(=O)n(O)c3ccccc3[n+]2[O-])cc1	8	0	6	-1	8	4	-3	1	3	-1
CCCn1nnc(NC(=O)c2ccc(OC)cc2)n1	3	0	3	3	0	-1	1	0	3	1
COCc1cc(C)n(CC(=O)Nc2ccccc2OC)c(=O)c1C#N	2	-4	-5	1	-8	-1	1	-3	3	1
COc1ccccc1NC(=O)CNC(=O)c1ccc(F)cc1	5	3	-5	-10	-14	7	6	3	0	4
CC(C)c1nnc(NC(=O)CCC(=O)NCc2ccccc2Cl)s1	7	-2	-1	10	-1	1	-2	2	-1	-1
Cc1nc(CC(C)C)cc(C(=O)N2CCCC(Nc3ccc(C)c(C)c3)C2)n1 (stereo not given)	5	3	10	-1	0	-7	-9	0	-1	0
CCN1CCN(c2ccc(S(=O)(=O)N3CCCCC3)cc2NC(=O)c2cccc(C(F)(F)F)c2)CC1	-13	-1	1	6	7	3	-5	-3	-1	-1
Cc1cc(C)cc(N2CC(C)Cn3c2nc2c3c(=O)[nH]c(=O)n2C)c1 (stereo not given)	1	-9	-3	-4	1	-1	2	2	-29	2
COc1ccc(CCNC(=O)C2CCC(CNc3c(N4CCCC4)c(=O)c3=O)CC2)cc1OC (stereo not given)	5	-8	-1	0	5	1	0	0	6	0
CC(C)CC(=O)Nc1ccnn1C1CCN(C(=O)c2ccc(F)cc2Cl)CC1	2	3	-2	3	0	2	-1	1	-2	0
Cc1cc(OCC(=O)OCC(=O)NC2CCCCC2C)ccc1Cl (stereo not given)	6	0	-4	1	-2	3	1	-2	-1	-1
CN(C)Cc1ccc(CNC(=O)COc2ccc3ccccc3c2)cc1	0	0	3	-6	4	3	-2	1	-1	1
COc1cccc(C(O)c2nc(-c3ccc4ccccc4c3)cs2)c1 (stereo not given)	/	-3	-22	-6	-46	3	4	2	-3	1
COc1ccc(NC(=O)CCC(=O)c2cccs2)cc1S(=O)(=O)Nc1ccc(Cl)cc1	-40	-4	-17	0	-22	-3	7	-4	-3	-4
CC(NC(=O)c1cc(-c2ccccc2)on1)c1ccccc1 (stereo not given)	-5	-6	-1	0	3	6	-3	1	0	0
O=c1c2c(nc3cc(-c4ccccc4)[nH]n13)CCS2	15	-5	5	12	8	3	5	-2	-4	0
CCOc1cc(/C=N/NC(=O)CSc2nncn2C)ccc1OCc1cccc(C)c1	-4	3	2	-1	-8	-4	-6	-3	2	-3
CCCCCCCCCCOC(=O)Cn1c(COc2ccccc2)[n+](C)c2ccccc21	20	-6	0	2	30*	-6	6	-1	-3	1
Cc1oc(=O)c(NC(=O)c2ccc(Cl)cc2)cc1C(=O)c1ccccc1	-19	-2	5	2	-6	-3	6	42*	3	0
COc1ccc(Cl)cc1Nc1cc(C)nc2ccccc12	/	4	2	0	-4	-3	0	-6	2	0
COc1ccc(N(CC(=O)Nc2ccccc2F)S(=O)(=O)c2ccc(C)c([N+](=O)[O-])c2)cc1	-35	-5	3	3	-5	0	2	1	-6	-2
CC(C)COC(=O)COc1cc(Cl)c(Cl)cc1Cl	/	-4	1	0	7	-1	1	1	4	2
Cc1ccc(S(=O)(=O)N2CCCCC2)cc1NS(=O)(=O)c1ccccc1F	-1	1	1	-8	-10	-3	23	3	1	0
COc1ccc(C(CCN2CCOCC2)c2c(OC)cc(OC)c3c(-c4ccccc4)cc(=O)oc23)cc1 (stereo not given)	-38	-2	-1	-4	9	-2	7	8	2	1
CCC(CC)C(=O)NCc1ccc(Cl)cc1	7	0	-1	-1	-2	1	0	-2	-1	2
N=c1n(CCN2CCCC2)c2ccccc2n1CC(O)c1ccco1 (stereo not given)	0	-6	4	11	4	-3	-6	5	-1	2
COc1ccc(/C=C/CN2CCC(Oc3ccc(C(=O)N4CCCCC4)cc3)CC2)cc1	-6	0	-5	3	1	4	-7	-1	0	-2
COc1ccc(NC(=S)N2CCCC(c3nc4ccc(C)cc4[nH]3)C2)c(OC)c1 (stereo not given)	-2	0	-3	-1	-10	3	2	-4	-3	4
CN1CCN(C(=O)c2ccc3c(c2)N(Cc2ccc(Cl)cc2)C(=O)c2ccccc2S3=O)CC1 (stereo not given)	3	-1	-4	2	5	1	1	-2	-8	-1
COc1ccc(C(=O)CSc2nnc(-c3ccco3)n2C)cc1	0	2	9	-3	-5	-8	5	24*	-1	4
Cc1ccccc1C(=O)NCCc1nnc(SCC(=O)Nc2nc(-c3ccccc3)cs2)n1C	-5	2	-17	9	3	4	3	1	12	0
COC(=O)c1cc(S(=O)(=O)N2CCN(c3ccc(C(C)=O)cc3)CC2)c[nH]1	-3	-14	1	3	1	-4	4	2	-38	-1
COc1ccc(-c2cc3c(=O)n(CC(=O)N4CCN(C)CC4)ncn3n2)cc1	5	1	2	-5	-3	1	1	-4	5	2
CCn1cc(C(c2ccccc2)C(C(C)=O)[N+](=O)[O-])c2ccccc21 (stereo not given)	-9	-9	1	-6	-20	0	-2	5	2	3
CCCn1c2c(c(O)c(C(=O)Nc3ccccc3)c1=O)CCCC2	-7	-9	4	-2	0	-1	2	-2	-6	3

Shown as a markdown table: 13 of the compounds above.
| SMILES | HTRA1 inhibitor | GC-B act | SIAE primary | TCR CD3 inh | ABHD4 inh | MBD2 DNA inh | rCAG RNA binder | PRMT1 FP inh | GC-A act | UHRF1 binding |
| --- | --- | --- | --- | --- | --- | --- | --- | --- | --- | --- |
| Cc1ccc(S(=O)(=O)N2CCCCC2)cc1NS(=O)(=O)c1ccccc1F | -1 | 1 | 1 | -8 | -10 | -3 | 23 | 3 | 1 | 0 |
| COc1ccc(C(CCN2CCOCC2)c2c(OC)cc(OC)c3c(-c4ccccc4)cc(=O)oc23)cc1 (stereo not given) | -38 | -2 | -1 | -4 | 9 | -2 | 7 | 8 | 2 | 1 |
| CCC(CC)C(=O)NCc1ccc(Cl)cc1 | 7 | 0 | -1 | -1 | -2 | 1 | 0 | -2 | -1 | 2 |
| N=c1n(CCN2CCCC2)c2ccccc2n1CC(O)c1ccco1 (stereo not given) | 0 | -6 | 4 | 11 | 4 | -3 | -6 | 5 | -1 | 2 |
| COc1ccc(/C=C/CN2CCC(Oc3ccc(C(=O)N4CCCCC4)cc3)CC2)cc1 | -6 | 0 | -5 | 3 | 1 | 4 | -7 | -1 | 0 | -2 |
| COc1ccc(NC(=S)N2CCCC(c3nc4ccc(C)cc4[nH]3)C2)c(OC)c1 (stereo not given) | -2 | 0 | -3 | -1 | -10 | 3 | 2 | -4 | -3 | 4 |
| CN1CCN(C(=O)c2ccc3c(c2)N(Cc2ccc(Cl)cc2)C(=O)c2ccccc2S3=O)CC1 (stereo not given) | 3 | -1 | -4 | 2 | 5 | 1 | 1 | -2 | -8 | -1 |
| COc1ccc(C(=O)CSc2nnc(-c3ccco3)n2C)cc1 | 0 | 2 | 9 | -3 | -5 | -8 | 5 | 24* | -1 | 4 |
| Cc1ccccc1C(=O)NCCc1nnc(SCC(=O)Nc2nc(-c3ccccc3)cs2)n1C | -5 | 2 | -17 | 9 | 3 | 4 | 3 | 1 | 12 | 0 |
| COC(=O)c1cc(S(=O)(=O)N2CCN(c3ccc(C(C)=O)cc3)CC2)c[nH]1 | -3 | -14 | 1 | 3 | 1 | -4 | 4 | 2 | -38 | -1 |
| COc1ccc(-c2cc3c(=O)n(CC(=O)N4CCN(C)CC4)ncn3n2)cc1 | 5 | 1 | 2 | -5 | -3 | 1 | 1 | -4 | 5 | 2 |
| CCn1cc(C(c2ccccc2)C(C(C)=O)[N+](=O)[O-])c2ccccc21 (stereo not given) | -9 | -9 | 1 | -6 | -20 | 0 | -2 | 5 | 2 | 3 |
| CCCn1c2c(c(O)c(C(=O)Nc3ccccc3)c1=O)CCCC2 | -7 | -9 | 4 | -2 | 0 | -1 | 2 | -2 | -6 | 3 |

Reprinted at random: two compounds from above.
SMILES	HTRA1 inhibitor	GC-B act	SIAE primary	TCR CD3 inh	ABHD4 inh	MBD2 DNA inh	rCAG RNA binder	PRMT1 FP inh	GC-A act	UHRF1 binding
COc1ccc(NC(=S)N2CCCC(c3nc4ccc(C)cc4[nH]3)C2)c(OC)c1 (stereo not given)	-2	0	-3	-1	-10	3	2	-4	-3	4
CCCn1c2c(c(O)c(C(=O)Nc3ccccc3)c1=O)CCCC2	-7	-9	4	-2	0	-1	2	-2	-6	3
